ABHD4 inh: inhibits mouse alpha/beta hydrolase domain 4 | purified mABHD4, FP-Rh probe fluorescence polarization | AID 720543 | inhibition, % at 8.92 µM | hit rate 0.54% among 370,000;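 active = inhibition exceeding the mean over every tested compound plus 3 SD, cut at about 30% in these data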;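 note: 0% = plate median of compound wells and 100% = S159A mutant with DMSO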
Target sequence (Q8VD66 whole entry, looked up, the tested form may be a part): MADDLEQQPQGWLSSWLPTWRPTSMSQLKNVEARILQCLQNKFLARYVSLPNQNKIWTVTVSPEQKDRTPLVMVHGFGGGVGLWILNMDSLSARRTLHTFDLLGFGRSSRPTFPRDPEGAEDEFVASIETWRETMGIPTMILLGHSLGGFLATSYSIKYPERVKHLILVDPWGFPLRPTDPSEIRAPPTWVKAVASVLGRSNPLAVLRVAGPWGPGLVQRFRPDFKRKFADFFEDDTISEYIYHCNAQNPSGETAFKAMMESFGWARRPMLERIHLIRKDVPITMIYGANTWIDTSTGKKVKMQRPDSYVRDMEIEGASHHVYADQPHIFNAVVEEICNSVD
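system = mouse ABHD4 enzyme, wild type | medium = HEPES pH 7.0, NaCl, Pluronic buffer | also added = FP-Rh probe | incubation = Enzyme–compound pre-incubation 45 min, then probe 60 min, both 25 °C | technique = fluorescence polarization, excitation 525 nm, emission 598 nm, BODIPY TMR filters | controls = S159A mutant high control, sample median low control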
HTRA1 inhibitor: HTRA1 (human) protease inhibition; recombinant HTRA1, FP-rhodamine activity-based probe, fluorescence polarization; inhibition, % at 5.96 µM; hit rate 0.5% among 340,000; AID 504803; in the data active = inhibition above about 36%;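 note: 0% = enzyme with DMSO and 100% = wells lacking enzyme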
Target sequence (Q92743 whole entry, looked up): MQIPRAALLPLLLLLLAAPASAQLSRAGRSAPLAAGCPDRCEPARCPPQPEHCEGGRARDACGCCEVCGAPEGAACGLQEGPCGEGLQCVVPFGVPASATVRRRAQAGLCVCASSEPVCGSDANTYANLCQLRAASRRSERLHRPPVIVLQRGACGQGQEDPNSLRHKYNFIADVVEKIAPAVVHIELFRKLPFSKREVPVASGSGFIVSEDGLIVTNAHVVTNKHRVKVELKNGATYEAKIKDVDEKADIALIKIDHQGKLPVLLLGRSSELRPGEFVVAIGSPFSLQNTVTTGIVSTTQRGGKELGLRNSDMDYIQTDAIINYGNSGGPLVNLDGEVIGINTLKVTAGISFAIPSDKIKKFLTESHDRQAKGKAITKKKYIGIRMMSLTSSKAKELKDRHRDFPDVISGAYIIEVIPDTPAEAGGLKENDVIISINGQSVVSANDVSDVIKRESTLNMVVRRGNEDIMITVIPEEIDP
MBD2 inh: MBD2-methylated oligo binding inhibition; inhibition, % at 4.4 µM; Q9UBB5; AID 686964; TR-FRET, MBD2 binding to methylated oligonucleotide; hit rate 0.31% among 370,000; in the data active = inhibition above about 13%
NPR2 activator: GC-B (human) receptor activation | P20594 | HEK293-GC-B cells, CNP EC30, cGMP TR-FRET; 0% at EC30 CNP, 100% saturating CNP | activation, % at 10 µM | hit rate 0.11% among 370,000 | AID 1920062;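 active = activation at 10 µM reaching about 35% in either raw or pattern-adjusted values, limit read from the data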
SIAE primary: inhibitors of human sialic acid acetylesterase SIAE; Q9HAT2; SIAE FP-Rh probe binding, fluorescence polarization; inhibition, % at 9.66 µM; hit rate 0.69% among 370,000; AID 1053197;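 active = inhibition above a cutoff: mean of compounds within the control limits plus 3 SD of those, cut at about 17% in these data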;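 note: 0% = plate median of compound wells and 100% = probe without SIAE protein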
TCR CD3 inh: human TCR-CD3 binding inhibition; inhibition, % at 9.4 µM; hit rate 0.37% among 360,000; TAMRA-labeled TCR probe fluorescence, biochemical; in the data active = inhibition above about 19%;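 note: recombinant mutant TCR 2C K166C tagged with TAMRA read by polarization; 0% = receptor in buffer alone and 100% = receptor with positive control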
LEDGF integ inh: blocks HIV-1 LEDGF/p75-dependent DNA integration; TR-FRET IN-LEDGF/p75 DNA integration, Eu/Cy5; inhibition, % at 3.7 µM; hit rate 0.64% among 370,000; AID 743269;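 active = inhibition above the screen-wide mean plus 3 SD, cut at about 13% in these data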;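 note: signal is the Cy5 over europium emission ratio at 671 and 618 nm; 0% = plate median of compound wells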
rCAG binder: binds r(CAG) RNA repeats. r(CAG) RNA repeat, TO-PRO-1 dye displacement fluorescence. inhibition, % at 3 µM. hit rate 1.3% among 370,000;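 active = inhibition above the plate cutoff, the mean of all test compounds on that plate plus 3 SD, cut at about 35% in these data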;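 note: 0% = DMSO alone and 100% = 100 µM mitoxantrone as full dye displacement; higher means more dye released from RNA so lower well fluorescence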
PRMT1 FP inh: blocks human protein arginine methyltransferase 1 | Q99873 | recombinant PRMT1, activity-based probe fluorescence polarization | inhibition, % at 2.79 µM | hit rate 1.3% among 370,000;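 active = inhibition above about 21% made by adding two undisclosed values, limit read from the data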
TDP2 inh: blocks human TDP2 phosphodiesterase activity | O95551 | hit rate 0.34% among 370,000 | inhibition, % at 12.8 µM | AID 720702 | recombinant TDP2, T5PNP hydrolysis, p-nitrophenol absorbance 415 nm;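 active = inhibition above the mean of all tested compounds plus 3 SD, set per campaign, cut at about 25% in these data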;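 note: 0% = DMSO with enzyme and 100% = buffer with substrate but no TDP2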
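Test system: human TDP2 enzyme; Input: 120 nM TDP2 per well; Buffer or medium: Mg2+-containing Tris-HCl buffer, pH 7.5; Reagent: 5 mM T5PNP; Dosing: 12.8 µM single point, 1% DMSO; Incubation: reaction 2 h, 37 °C; Detection: p-Nitrophenol epi absorbance; Read-out: % inhibition relative to enzyme-containing and enzyme-free wells; Replicates: single well per compound.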
Starred values were filed as active, the others as inactive. The list is partial (hit frequency here may not be typical).

For COc1ccc(Nc2nc3ccccc3c(=O)s2)c(OC)c1 the results were ABHD4 inh -3, HTRA1 inhibitor 1, MBD2 inh -1, NPR2 activator -1, SIAE primary 0, TCR CD3 inh 4, LEDGF integ inh -1, rCAG binder 0, PRMT1 FP inh 1 and TDP2 inh -2.
Screening O=S1c2ccccc2Nc2ccccc21 returned ABHD4 inh -12, HTRA1 inhibitor 6, MBD2 inh 9, NPR2 activator 1, SIAE primary 3, TCR CD3 inh -8, LEDGF integ inh 1, rCAG binder 8, PRMT1 FP inh 5 and TDP2 inh -4.
N#CC(Nc1ccccc1)c1ccccc1OCc1ccccc1 (stereo unspecified) was read as ABHD4 inh 1, HTRA1 inhibitor -2, MBD2 inh -1, NPR2 activator 2, SIAE primary 2, TCR CD3 inh 10, LEDGF integ inh 1, rCAG binder -2, PRMT1 FP inh -2 and TDP2 inh -3.
Screening CNC(=O)CC1C(=O)N(Cc2ccccc2)C(=S)N1NC(=O)c1cccc(F)c1 (stereo unspecified) returned ABHD4 inh -3, HTRA1 inhibitor -4, MBD2 inh 3, NPR2 activator 5, SIAE primary 5, TCR CD3 inh 6, LEDGF integ inh 2, rCAG binder 0, PRMT1 FP inh -2 and TDP2 inh 8.
`CCNc1nc(NC(C)(C)C)nc(N(C#N)CC)n1` gave ABHD4 inh 4, HTRA1 inhibitor 3, MBD2 inh -7, NPR2 activator 48*, SIAE primary 2, TCR CD3 inh 4, LEDGF integ inh 2, rCAG binder -7, PRMT1 FP inh -4 and TDP2 inh -7.
`Cc1cc(C)n(C(=O)CCCn2cc([N+](=O)[O-])cn2)n1` gave ABHD4 inh 2, HTRA1 inhibitor 2, MBD2 inh -5, NPR2 activator -4, SIAE primary -1, TCR CD3 inh 3, LEDGF integ inh 5, rCAG binder -3, PRMT1 FP inh -5 and TDP2 inh -2.
For CCN(CC)S(=O)(=O)c1cc(C)c(C)cc1OCC(=O)NC1CCCC1 the results were ABHD4 inh -7, HTRA1 inhibitor -17, MBD2 inh -6, NPR2 activator 7, SIAE primary 0, TCR CD3 inh 9, LEDGF integ inh -2, rCAG binder -10, PRMT1 FP inh -4 and TDP2 inh 10.
`O=C(CSc1nnc(Cn2nnc3ccccc32)o1)Nc1ccc(Cl)cc1` gave ABHD4 inh 2, HTRA1 inhibitor -2, MBD2 inh -1, NPR2 activator -2, SIAE primary -4, TCR CD3 inh 4, LEDGF integ inh -2, rCAG binder 2, PRMT1 FP inh 0 and TDP2 inh 7.
Screening O=C(CCc1nc2ccccc2[nH]c1=O)OCc1ccc(S(=O)(=O)N2CCOCC2)cc1 returned ABHD4 inh -3, HTRA1 inhibitor -6, MBD2 inh -2, NPR2 activator 0, SIAE primary 2, TCR CD3 inh 0, LEDGF integ inh 0, rCAG binder -2, PRMT1 FP inh 0 and TDP2 inh 9.
CCOc1ccc(N=Nc2c(C)noc2C)cc1 was read as ABHD4 inh 7, HTRA1 inhibitor 4, MBD2 inh 18*, NPR2 activator 1, SIAE primary 2, TCR CD3 inh 2, LEDGF integ inh 3, rCAG binder -2, PRMT1 FP inh 2 and TDP2 inh 0.
`Cc1ccccc1C(=O)Nc1ccc(O)c2c(=O)cc(-c3ccccc3Cl)oc12` gave ABHD4 inh 1, HTRA1 inhibitor 3, MBD2 inh -1, NPR2 activator 6, SIAE primary -1, TCR CD3 inh -3, LEDGF integ inh 1, rCAG binder 0, PRMT1 FP inh 0 and TDP2 inh 4.
CCOC(=O)c1cc2sccc2n1CC(=O)N1CCCC1 was read as ABHD4 inh -2, HTRA1 inhibitor 2, MBD2 inh 0, NPR2 activator -1, SIAE primary -3, TCR CD3 inh -4, LEDGF integ inh -2, rCAG binder -3, PRMT1 FP inh 2 and TDP2 inh 3.
`Cc1ccc(CC2CC(=O)N(c3nc4ccccc4s3)C2=O)cc1` (stereo unspecified) gave ABHD4 inh 2, HTRA1 inhibitor -2, MBD2 inh 2, NPR2 activator 5, SIAE primary 5, TCR CD3 inh -1, LEDGF integ inh 4, rCAG binder 3, PRMT1 FP inh -3 and TDP2 inh 4.
Screening CC(=O)Nc1cc(C(N)=O)c(Cl)cc1Cl returned ABHD4 inh 0, HTRA1 inhibitor 3, MBD2 inh 1, NPR2 activator -4, SIAE primary 5, TCR CD3 inh 9, LEDGF integ inh -1, rCAG binder 7, PRMT1 FP inh -1 and TDP2 inh 4.
NS(=O)(=O)c1ccc(NC(=O)CN2CCCc3ccccc32)cc1 was read as ABHD4 inh 7, HTRA1 inhibitor -4, MBD2 inh 4, NPR2 activator 2, SIAE primary 2, TCR CD3 inh -6, LEDGF integ inh -2, rCAG binder 2, PRMT1 FP inh 7 and TDP2 inh 2.
COc1cccc(-c2csc(NC3OC(=O)c4c3ccc(OC)c4OC)n2)c1 (stereo unspecified) was read as ABHD4 inh -1, MBD2 inh 2, NPR2 activator 3, SIAE primary 0, TCR CD3 inh -10, LEDGF integ inh -1, rCAG binder 2, PRMT1 FP inh 3 and TDP2 inh -4.
Cc1cc(C)nc(-n2nc(C)c(Oc3ccccc3O)c2C)n1 was read as ABHD4 inh 6, HTRA1 inhibitor -2, MBD2 inh 2, NPR2 activator -1, SIAE primary 5, TCR CD3 inh 1, LEDGF integ inh 1, rCAG binder -6, PRMT1 FP inh 1 and TDP2 inh 11.
Screening C/C(=N\NC(=O)c1cccc(N/N=C(\C)c2ccco2)c1)c1ccco1 returned ABHD4 inh 16, HTRA1 inhibitor 12, MBD2 inh -2, NPR2 activator 13, SIAE primary 4, TCR CD3 inh 4, LEDGF integ inh 2, rCAG binder 24, PRMT1 FP inh 6 and TDP2 inh 2.
Screening C=CCNC(=O)N1CCC(n2nccc2NC(=O)CCCc2ccccc2)CC1 returned ABHD4 inh 4, HTRA1 inhibitor 1, MBD2 inh 4, NPR2 activator 1, SIAE primary 3, TCR CD3 inh 4, LEDGF integ inh 1, rCAG binder -2, PRMT1 FP inh 2 and TDP2 inh -1.
CC/C(=N\NC(=O)Nc1ccccc1)c1ccccc1 was read as ABHD4 inh 7, HTRA1 inhibitor -3, MBD2 inh 2, NPR2 activator 0, SIAE primary 1, TCR CD3 inh -3, LEDGF integ inh 2, rCAG binder -2, PRMT1 FP inh 1 and TDP2 inh 3.
O[C@@H]1C[C@H](c2ccc(Cl)cc2)N(Cc2cccs2)C[C@H]1n1cc(-c2ccc(F)cc2)nn1 was read as ABHD4 inh -3, HTRA1 inhibitor -25, MBD2 inh 2, NPR2 activator 0, SIAE primary 2, TCR CD3 inh 0, LEDGF integ inh -4, rCAG binder 8, PRMT1 FP inh 3 and TDP2 inh -3.
O=C(NCc1ccco1)C(Cc1ccccc1)N1C(=O)C2C3C=CC(C3)C2C1=O (stereo unspecified) was read as ABHD4 inh 8, HTRA1 inhibitor -13, MBD2 inh 0, NPR2 activator -3, SIAE primary 0, TCR CD3 inh 0, LEDGF integ inh 2, rCAG binder 7, PRMT1 FP inh 7 and TDP2 inh -8.
Screening Cc1ccc2c(CC(=O)OCC(=O)Nc3ccc(Cl)cn3)coc2c1 returned ABHD4 inh 5, HTRA1 inhibitor -1, MBD2 inh 0, NPR2 activator -3, SIAE primary -1, TCR CD3 inh 9, LEDGF integ inh -3, rCAG binder 3, PRMT1 FP inh -1 and TDP2 inh -14.
`CC(C)c1nc2oc3c(NCCO)ncnc3c2c2c1COC(C)(C)C2` gave ABHD4 inh 2, HTRA1 inhibitor 3, MBD2 inh 3, NPR2 activator 0, SIAE primary 3, TCR CD3 inh -1, LEDGF integ inh -5, rCAG binder -8, PRMT1 FP inh 3 and TDP2 inh 4.
Cc1cccc(N(C(=O)Cc2cccs2)C(C(=O)NCc2ccco2)c2ccncc2)c1 (stereo unspecified) was read as ABHD4 inh 0, MBD2 inh -5, NPR2 activator -16, SIAE primary 2, TCR CD3 inh 6, LEDGF integ inh 4, rCAG binder -6, PRMT1 FP inh -1 and TDP2 inh -3.
`COc1ccc(/C=C/C(=O)Oc2cc(C)[nH]c(=O)c2[N+](=O)[O-])cc1OC` gave ABHD4 inh 3, HTRA1 inhibitor 1, MBD2 inh 1, NPR2 activator 0, SIAE primary 1, TCR CD3 inh -3, LEDGF integ inh -3, rCAG binder 3, PRMT1 FP inh 3 and TDP2 inh 10.
`COc1ccc(OC)c(S(=O)(=O)n2ccc(C)n2)c1` gave ABHD4 inh -3, HTRA1 inhibitor -2, MBD2 inh -7, NPR2 activator 1, SIAE primary 0, TCR CD3 inh -11, LEDGF integ inh -4, rCAG binder 1, PRMT1 FP inh 2 and TDP2 inh 3.
Screening O=C(CSc1nc2[nH]ncc2c(=O)[nH]1)Nc1nccs1 returned ABHD4 inh 2, MBD2 inh -5, NPR2 activator 2, SIAE primary 7, TCR CD3 inh 7, LEDGF integ inh 1, rCAG binder 0, PRMT1 FP inh -1 and TDP2 inh 7.
Screening Cc1ccc(C(=O)NC(C(=O)OCc2cn3cc(Cl)ccc3n2)C(C)C)cc1 (stereo unspecified) returned ABHD4 inh -4, HTRA1 inhibitor -3, MBD2 inh -1, NPR2 activator 2, SIAE primary 3, TCR CD3 inh 0, LEDGF integ inh -1, rCAG binder -1, PRMT1 FP inh -1 and TDP2 inh 1.
`NS(=O)(=O)c1cccc(NC(=O)CCc2ccc(S(=O)(=O)N3CCOCC3)cc2)c1` gave ABHD4 inh 3, HTRA1 inhibitor -1, MBD2 inh -5, NPR2 activator -1, SIAE primary 15, TCR CD3 inh 8, LEDGF integ inh 1, rCAG binder 3, PRMT1 FP inh -3 and TDP2 inh -4.
NC(=O)C1CCN(CCC(=O)Nc2ccc3c(c2)CCC3)CC1 was read as ABHD4 inh 3, HTRA1 inhibitor -1, MBD2 inh -1, NPR2 activator 1, SIAE primary 0, TCR CD3 inh 0, LEDGF integ inh 3, rCAG binder 1, PRMT1 FP inh -2 and TDP2 inh -10.
`COc1cccc(NC(=O)Cc2ccccc2)c1` gave ABHD4 inh 7, HTRA1 inhibitor -23, MBD2 inh -3, NPR2 activator 5, SIAE primary -3, TCR CD3 inh 0, LEDGF integ inh -2, rCAG binder 0, PRMT1 FP inh -1 and TDP2 inh 9.
For COc1ccc(N2CCN(S(=O)(=O)CCNC(=O)C34CC5CC(CC(C5)C3)C4)CC2)cc1 the results were ABHD4 inh 6, HTRA1 inhibitor -3, MBD2 inh 1, NPR2 activator -2, SIAE primary -1, TCR CD3 inh -4, LEDGF integ inh -6, rCAG binder -8, PRMT1 FP inh 3 and TDP2 inh -5.
`CCOc1ccc2nc(N(CCN(CC)CC)C(=O)c3ccc([N+](=O)[O-])cc3)sc2c1` gave ABHD4 inh 4, HTRA1 inhibitor -10, MBD2 inh 1, NPR2 activator -7, SIAE primary -2, TCR CD3 inh 2, LEDGF integ inh 3, rCAG binder 0, PRMT1 FP inh 0 and TDP2 inh 8.

High-throughput results: PubChem, several laboratories
